ST2 IL33 inh = IL1RL1 inhibition; actives 2.3% (n = 78,000); inhibition, % for hits at 17 µM; AlphaLISA ST2-Fc/biotin-IL-33 interaction, 1 h; Q01638; in the data active = inhibition above about 30%; inconclusive = mostly about 10% to 28%
Target sequence (Q01638 whole entry, looked up): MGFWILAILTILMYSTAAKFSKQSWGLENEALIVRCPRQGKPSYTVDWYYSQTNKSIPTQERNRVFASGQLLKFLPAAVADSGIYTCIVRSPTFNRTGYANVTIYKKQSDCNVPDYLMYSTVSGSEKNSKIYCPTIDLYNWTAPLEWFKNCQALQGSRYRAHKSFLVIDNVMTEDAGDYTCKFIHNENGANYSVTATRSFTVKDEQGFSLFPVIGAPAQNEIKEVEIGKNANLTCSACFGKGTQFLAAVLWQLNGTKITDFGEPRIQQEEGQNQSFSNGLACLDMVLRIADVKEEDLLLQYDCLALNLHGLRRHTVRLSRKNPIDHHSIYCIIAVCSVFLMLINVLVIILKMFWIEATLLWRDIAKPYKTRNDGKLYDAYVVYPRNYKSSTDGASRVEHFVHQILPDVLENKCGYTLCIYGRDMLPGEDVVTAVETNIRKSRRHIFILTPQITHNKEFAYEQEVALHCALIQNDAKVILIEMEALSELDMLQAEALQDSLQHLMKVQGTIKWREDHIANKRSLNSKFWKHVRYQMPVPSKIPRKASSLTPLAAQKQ
An asterisk follows results filed as active; i = inactive; ? = inconclusive. A portion of the library; count on the stated rates, not on these rows.

compound	ST2 IL33 inh
COc1ccc(NC(=O)CSc2nc(-c3ccc4c(c3)OCO4)nc3cc(=O)[nH]n23)cc1Cl	i
FC(F)(F)COc1nc(Cl)nc(Nc2ccccc2)n1	i
CCOc1ccc(CC(=O)NC2CC(=O)N(c3cccc(F)c3)C2)cc1 (centres undefined)	?
O=C(CSc1nc2c(c(=O)n1-c1ccccc1)SCC2)OCc1ccccc1	i
O=S(=O)(Cc1noc([C@@H]2C[C@@H](O)CN2CC2CC2)n1)c1ccc(F)cc1	i
COc1ccc(C(=O)Nc2ccc(S(N)(=O)=O)cc2)cc1OC	i
CSc1ccccc1C(=O)N1CCCC(CNC(=O)c2ccccc2Cl)C1 (centres undefined)	?
Cc1ccc(/C=C2/SC(=Nc3ccccc3Cl)NC2=O)cc1	?
Cc1ccc(N2CCN(S(=O)(=O)c3cccc4cccnc34)CC2C)cc1 (centres undefined)	?
CCOc1ccc(N2C(=O)C(N3C(=O)c4ccccc4C3=O)C2c2cccc(OC)c2)cc1 (centres undefined)	i
Cc1cc(N(C)C)nc(Nc2ccc(NC(=O)c3ccc(Br)cc3)cc2)n1	i
CCc1ccc(NC(Nc2ccc(CC)cc2)=C(S(=O)(=O)CC)S(=O)(=O)CC)cc1	?
COCCN1CCCC(O)(CNC2CCN(c3ccccc3F)CC2)C1=O (centres undefined)	i
Cc1ccc(S(=O)(=O)c2nc(C)oc2N2CCOCC2)cc1	?
COc1ccc(CCCNC(=O)c2ccc(-c3cccc4cccnc34)nc2)cc1	?
COc1cc(CN2CCN(Cc3ccc4c(c3)OCO4)CC2)cc(Br)c1O	?
O=C(CSc1nnc(Cc2cc(=O)[nH]c(=O)[nH]2)n1-c1ccccc1)N1CCCC1	i
O=C(c1ccco1)N1CCN(S(=O)(=O)c2ccc3c(c2)CCN3C(=O)C2CC2)CC1	i
O=C(Nc1cnn(Cc2ccc(F)cc2)c1)c1cc(C2CC2)on1	?
O=C1OC(Nc2ccc([N+](=O)[O-])cc2O)c2ccccc21 (centres undefined)	?
CCc1ccc(Cn2c(CNS(=O)(=O)c3ccc(C)c(C)c3)nc3cccnc32)cc1	i
CC(=O)c1ccc(NS(=O)(=O)c2cccc3cccnc23)cc1	i
Cc1ccnn1CCC(=O)NC1CC(=O)N(C2CCCCCC2)C1 (centres undefined)	i
CC(C)(CC(=O)O)CC(=O)N[C@H]1CO[C@H]2[C@@H]1OC[C@@H]2n1nnnc1-c1ccccc1	?
CCNC(=O)NCCC1CN(C2Cc3ccccc3C2)CCO1 (centres undefined)	i
CCOc1ccc(NS(=O)(=O)c2ccc(NC(=O)c3ccc(OC)cc3)cc2)cc1	i
Cc1cc(Cl)c2oc(C(=O)NCC(C)(C)N3CCOCC3)c(C)c2c1	?
COc1c2c(cc3ccc(=O)oc13)C=CC(C)(C)O2	i
O=C(Nc1ccccc1Cl)c1cccc(Cl)c1Cl	i
COc1ccc(C(=O)Nc2cccc(Cl)c2)cc1	i
O=C(O)C1CC1(C(=O)O)C(=O)O (centres undefined)	i
O=S(=O)(c1ccc(Cl)cc1)c1cc(O)ccc1O	?
O=C1NC(=Nc2ccccc2)S/C1=C/c1cccc(C(F)(F)F)c1	?
COc1ccc2cc([C@@H]3C[C@H](NC(C)=O)C[C@H](C(C)(C)C)O3)c(=O)[nH]c2c1	i
COc1ccc2cc3cc(C(=O)Nc4cc(Cl)c(OC)cc4OC)oc3nc2c1	?
COCc1cc(C)nc(SCc2ccccc2Cl)c1C#N	i
O=C(Cn1ccc(-c2ccccc2F)n1)Nc1ccn(Cc2ccccc2)n1	i
Cc1cc(NC(=O)C(NS(=O)(=O)c2cccs2)C(C)C)ccc1Br (centres undefined)	i
O=C(NCc1ccncc1)C(=O)Nc1ccc(Br)cc1F	i
Cc1cccc2[nH]nc(-c3cc(NCCN(C)C)nc4[nH]ccc34)c12	?
COc1cc2c(cc1-c1c(-c3ccccc3)ncn1CC(N)=O)CCC2	?
O=C(CCCOc1ccccc1)N1CCN(c2ccc([N+](=O)[O-])cc2)CC1	i
CCOc1ccccc1-c1nccn1-c1cccc(N2CCCC2=O)c1	i
CC(C)c1cc(C2CCN(C(=O)CCN3C[C@@H]4CC[C@H]3C4)CC2)[nH]n1	i
Cc1cc(=O)oc2c1c(C)nn2-c1ccc(F)c(Cl)c1	i
C=CCc1cccc2cc(C(=O)Nc3ccc(I)cc3)c(=O)oc12	i
CCOCCCNC(=O)CN1C(=O)CSc2ccc(S(=O)(=O)N3CCC(C)CC3)cc21	?
CCCS(=O)(=O)NCc1c(C)ncc2c1CCN(C(=O)c1ccc3[nH]c4c(c3c1)CCCC4)C2	?
Cc1ccc(S(=O)(=O)Nc2ccc(C(=O)O)cc2)cc1	i
Cc1ncc2c(c1CNC(=O)/C=C/c1ccccc1)CCN(C(=O)C1Cc3ccccc3O1)C2 (centres undefined)	i
Cc1nnc(NC(=O)CSc2n[nH]c(-c3ccccc3)n2)s1	i
COc1ccc([N+](=O)[O-])cc1NCN1C(=O)NC(C)(C)C1=O	i
COc1ccc(CNC(=O)C2CCN(C(=O)c3ccc(F)cc3)CC2)cc1	i
COc1ccc(NC(=O)Cn2cnc3sc4c(c3c2=O)CCCC4)cc1Cl	?
COc1ccc(C2NC(=O)c3ccccc3O2)cc1OC (centres undefined)	?
CCOc1ccc(C2CC(=O)N3CN(c4ccc(Br)cc4)CSC3=C2C#N)cc1 (centres undefined)	i
Cc1cc(Br)ccc1OCC(=O)NC1CC(C)(C)NC(C)(C)C1	i
O=C(NCCN1CCCC1)c1ccc2c(c1)NC(=O)C(N1CCCC1)S2 (centres undefined)	i
CN1C(=O)C2(CCN(C(=O)CCn3ccccc3=O)CC2)c2ccccc21	?
CC(C)c1ccc(-c2nccn2CCn2cccn2)cc1	i

(cont.)
compound	ST2 IL33 inh
CC(=O)N1c2c(cc(Br)cc2S(=O)(=O)Nc2ccccc2C)CC1C (centres undefined)	i
CSC1=N/C(=C\c2ccc(C(=O)O)cc2)C(=O)S1	i
COc1cccc(C2CCN2C(=O)CC(=O)Nc2ccc(C)cc2)c1 (centres undefined)	31%*
Cc1cc(C(=O)N(C)Cc2noc(CC(C)C)n2)nc(C)n1	i
CNCC(=O)N[C@H]1CCN2C(=O)c3cc(-c4ccc(OC)cc4OC)ccc3NC(=O)[C@@H]2C1	i
CC1=C(C(=O)N2CCCCC2)C(c2ccc(Br)cc2)n2c(nc3ccccc32)N1 (centres undefined)	i
N=C1SCC(=O)N1c1ccccc1Cl	i
COc1cc(CC(=O)O)c([N+](=O)[O-])cc1OC	i
COc1cccc(Nc2nc(-c3cccnc3)nc3ccccc23)c1	i
O=S1(=O)CCC(Cc2nn3c(C4CCCC4)nnc3s2)C1 (centres undefined)	?
Cc1ccc(N2C(=O)CC(Sc3ncn[nH]3)C2=O)c(Cl)c1 (centres undefined)	i
Fc1ccc(Nc2c(-c3ccccn3)nc3ccccn23)cc1	?
CC(=O)C1=NN(c2ccc(Cl)cc2)C2C(=O)N(c3ccccc3Cl)C(=O)C12 (centres undefined)	i
Cc1ccccc1-n1c(=O)c2c3c(sc2n2cnnc12)CCCC3	?
O=c1c2c(nc(SCc3ccc(Br)cc3)n1-c1ccccc1)CCS2	?
COc1nc(C)nc(NC(=O)NC(=O)c2c(Cl)nc(C)c([N+](=O)[O-])c2C)n1	?
Cc1cc(/C=C2/NC(=O)NC2=O)c(C)n1-c1ccc(C#N)cc1	i
CNC(=O)CC(C)N(C)Cc1nc[nH]c1C (centres undefined)	?
O=C(c1ccc(O)cc1)N1N=C(c2ccccc2)CC1(O)C(F)(F)F (centres undefined)	i
O=C(c1ccccc1)N1CCC(NCc2nncn2C2CCCCC2)CC1	i
COCCn1c(=O)[nH]c2cc(C(=O)NCCN3CCOCC3)ccc2c1=O	i
COc1ccccc1C(=O)OCCCN(C1=NS(=O)(=O)c2ccccc21)c1ccccc1	i
O=C(Cc1ccc(O)c(Cl)c1)N1C[C@H]2C[C@H](O)[C@H](O)C[C@H]2C1	i
CC1=C(C(=O)OCc2ccccc2)C(c2ccco2)C2=C(CC(C)(C)CC2=O)N1 (centres undefined)	i
CCOCCn1c(CN2CCN(c3cccc(Cl)c3)CC2)nc2c1c(=O)[nH]c(=O)n2C	i
O=C(CCS(=O)(=O)Cc1ccccc1Cl)NC1CC1	i
O=C(O)c1ccc(/C=C2\NC(=O)N(Cc3ccc(Cl)cc3)C2=O)cc1	i
N#Cc1c(N)nc2sc(C(=O)c3ccc(Cl)cc3)c(N)c2c1-c1ccco1	?
Cc1cccc(C)c1NC(=O)CN1CCCCC1	?
CC(C)(C)C1CCc2onc(C(=O)Nc3sc4c(c3C#N)CCC4)c2C1 (centres undefined)	i

Exported as labelled records: entries from further up.
CC1=C(C(=O)N2CCCCC2)C(c2ccc(Br)cc2)n2c(nc3ccccc32)N1 (centres undefined)
- ST2 IL33 inh: i

N=C1SCC(=O)N1c1ccccc1Cl
- ST2 IL33 inh: i

CC(=O)C1=NN(c2ccc(Cl)cc2)C2C(=O)N(c3ccccc3Cl)C(=O)C12 (centres undefined)
- ST2 IL33 inh: i

O=C(O)c1ccc(/C=C2\NC(=O)N(Cc3ccc(Cl)cc3)C2=O)cc1
- ST2 IL33 inh: i

The list goes on.
SMILES,ST2 IL33 inh
C=CCNC(=O)C1CCN(S(=O)(=O)N2CCCCC2)CC1,i
COc1ccc(C(=C(Cl)Cl)c2ccc(OC)cc2)cc1,i
O=C1C(Nc2ccc(Br)cc2)=CC(=NS(=O)(=O)c2cccs2)c2ccccc21,79%*
Cc1nsc(NC(=O)N2CCC(O)(c3ccc(F)cc3)CC2)n1,i
C#CCOc1ccc(C2C(C#N)=C(N)Oc3cc(O)ccc32)cc1OC (centres undefined),i
CCC(NS(=O)(=O)c1cc(C)ccc1OC)C12CC3CC(CC(C3)C1)C2 (centres undefined),i
Cc1ccc2nc(NC(=O)CCC(=O)O)sc2c1,?
O=C(c1cc(-n2cccn2)ccc1Cl)N1CCC(N2CCCC2=O)CC1,?
CC(C)Cc1cc(C(=O)N2C[C@@H]3[C@H](C2)[C@H]2CC[C@@H]3O2)on1,?
CCOc1ccc(C2C(C(=O)Nc3ccccn3)=C(C)NC3=C2C(=O)CC(C)(C)C3)cc1 (centres undefined),i
CCOc1ccc(NS(=O)(=O)c2cc(Br)ccc2OC)cc1,i
COC(=O)c1[nH]ncc1CN1CCCC(OCc2ccccn2)C1 (centres undefined),?
Cc1cnc(N(C)Cc2n[nH]c3c2CCCC3)nc1N(C)C,i
CC(=O)Nc1nc(C)c(-c2nc3ccc([N+](=O)[O-])cc3[nH]2)s1,i
N#Cc1c(N2C(=O)Nc3ccccc3N2O)sc2c1CCCC2,i
Nc1c(C(=O)NCCc2ccccc2)nnn1Cc1cccc(F)c1,i
COc1ccc(CN2Cc3[nH]cnc3C[C@H]2C(=O)NCc2ccc(Cl)cc2)c2ccccc12,i
Cc1oc(-c2cccc(C(F)(F)F)c2)nc1Cn1ccnc1C,?
O=C(Nc1ccc(F)cc1)c1ccco1,?
O=C1NC(=Nc2ccccc2Cl)S/C1=C/c1cccc([N+](=O)[O-])c1,?
CC(=O)c1cc(C)c(O)c(CC2=C(O)C(C)OC2=O)c1O (centres undefined),i
O=C(c1cccc(Cl)c1)N1CCC(N2CCC(C(=O)N3CCCC3)CC2)CC1,i
Cn1c(=O)[nH]c(=O)c2c1nc1oc(-c3ccc(Cl)cc3)cn12,i
O=C(C1CCCN(C2CCN(c3cnc4ccccc4n3)CC2)C1)N1CCCC1 (centres undefined),?
O=C(Nc1ccc(S(=O)(=O)Nc2nccs2)cc1)C12CC3CC(CC(C3)C1)C2,?
CC(=O)OCC(=O)[C@@]1(O)CC[C@H]2[C@@H]3CCC4=CC(=O)CC[C@]4(C)[C@H]3C(=O)C[C@@]21C,?
COc1ccc(CNC(=O)CC[C@H]2CNC(=O)[C@@H]3[C@@H](CCN3C3CCCCC3)N2C)cc1,i
CCN1CCC(CC(=O)N(Cc2ccsc2)CC(C)C)CC1,i
COCCn1c(CNC(=O)c2cccc(OC)c2)nc2cccnc21,i
Cc1c(Cl)cccc1NS(=O)(=O)c1ccc2[nH]cc(C(=O)NC3CCCCC3)c(=O)c2c1,i
CCOC(=O)c1cnc2ccccc2c1Nc1cccc(C)c1,i
O=S(=O)(c1ccc(Cl)cc1)N1CCSC1c1ccccc1Cl (centres undefined),i
Cc1ccccc1Oc1cc(NC(=O)CCCn2nc(C)c([N+](=O)[O-])c2C)cc([N+](=O)[O-])c1,?
Cc1ccc(C2(O)CCN(C(=O)COCc3ccccc3)CC2)nc1,?
CC(Cc1c[nH]c2ccccc12)NC(=O)c1ccc(Cl)cc1 (centres undefined),i
COC(=O)c1c2c(nc3ccccc13)CCC2,?
CCCc1c(C)c2ccc(OCC(=O)OC)cc2oc1=O,i
Cc1cc(C(F)(F)F)c(C#N)c(SCC(=O)NC(C)(C)C)n1,i
CCSc1nc2sc3c(c2c(=O)n1CC)CCCC3,?
Cc1c(Cl)cccc1NCn1nnc2ccccc21,?

Structural class: the entries above with a CF3 group (five)
SMILES,ST2 IL33 inh
FC(F)(F)COc1nc(Cl)nc(Nc2ccccc2)n1,i
O=C1NC(=Nc2ccccc2)S/C1=C/c1cccc(C(F)(F)F)c1,?
O=C(c1ccc(O)cc1)N1N=C(c2ccccc2)CC1(O)C(F)(F)F (centres undefined),i
Cc1oc(-c2cccc(C(F)(F)F)c2)nc1Cn1ccnc1C,?
Cc1cc(C(F)(F)F)c(C#N)c(SCC(=O)NC(C)(C)C)n1,i

Additional records:
SMILES,ST2 IL33 inh
O=C(c1cccc(C(F)(F)F)c1)C1CCCN(C(=O)/C=C/c2ccccn2)C1 (centres undefined),i
COc1ccc2oc(=O)c(NC(=O)c3ccc(Cl)cc3)cc2c1,i
Cc1ccc(Cl)cc1N=Cc1nc(-c2ccccc2)oc1O,i
COc1cc(CN2CCN(C/C=C/c3ccccc3)CC2)ccc1O,i
